Screens: PubChem BioAssay, National Center for Advancing Translational Sciences (NCATS)
RGS4 inhibitor: inhibitors of human regulator of G protein signaling 4; P49798; Transcreener GDP fluorescence polarization, RGS4-accelerated GTP hydrolysis; Potency, µM (doses to about 114 µM), for the others: top-dose activity change, negative = inhibition, actives largely listed as inhibitors; hit rate 0.039% among 390,000; AID 504845; further: potency means the concentration at half of the fitted maximal effect; on the % scale 0 is the no-effect control and ±100 the full control effect; nearly all actives have a fitted effect of over 75% in size; some results filed as inactive show a strong effect at the top dose
Target sequence (P49798 whole entry, looked up): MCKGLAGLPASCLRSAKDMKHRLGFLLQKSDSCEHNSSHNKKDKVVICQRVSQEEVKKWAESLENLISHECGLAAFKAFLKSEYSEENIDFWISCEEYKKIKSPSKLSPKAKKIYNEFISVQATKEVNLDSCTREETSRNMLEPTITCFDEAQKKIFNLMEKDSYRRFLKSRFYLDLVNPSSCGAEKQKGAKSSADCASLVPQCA
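MLSMR compounds (23 nl, pin-transferred) preincubated 10 min at room temperature with a 500nM (2x) first reagent, then RGS4 at 900nM (2x) plus Transcreener GDP mix added; fluorescence polarization (620/688 nm) read before and after 90 min at 30 °C.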
Vif-A3G inh: Vif-A3G binding inhibition | Q9HC16 | HeLa A3G-eYFP + Vif (tagged APOBEC3G with the HIV-1 protein that degrades it), YFP fluorescence, overnight | Potency, µM (titrated, usually from 46.1 µM), for the others: at the highest dose activity, negative = active, most hits filed as inhibitors | hit rate 0.076% among 410,000;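 further: potency means the concentration at half of the fitted maximal effect; on the % scale 0 is the no-effect control and ±100 the full control effect; nearly all actives have a fitted effect of over 60% in size; hits raise eYFP signal because A3G escapes Vif-driven loss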
Target sequence (Q9HC16 whole entry, looked up): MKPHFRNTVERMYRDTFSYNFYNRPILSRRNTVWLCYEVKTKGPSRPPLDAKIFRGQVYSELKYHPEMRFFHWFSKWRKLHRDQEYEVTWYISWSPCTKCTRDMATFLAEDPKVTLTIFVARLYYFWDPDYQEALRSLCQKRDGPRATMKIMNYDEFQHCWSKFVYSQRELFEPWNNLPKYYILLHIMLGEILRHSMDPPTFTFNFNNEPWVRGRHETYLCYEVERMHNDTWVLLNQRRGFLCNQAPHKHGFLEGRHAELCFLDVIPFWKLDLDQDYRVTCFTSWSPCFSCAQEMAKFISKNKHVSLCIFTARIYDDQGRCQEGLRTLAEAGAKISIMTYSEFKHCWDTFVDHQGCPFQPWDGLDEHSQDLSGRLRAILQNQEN
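Read-out is eYFP fluorescence (Ex 488/Em 500-530) from Vif-expressing HeLa A3G-eYFP cells; more signal means A3G escaped Vif-mediated degradation. Cells plated overnight, compound pinned in, incubated overnight at 37 deg C.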
IDH1 R132H inh: blocks human mutant IDH1 R132H enzyme. hit rate 0.093% among 390,000. AID 602179. Potency, µM (titrated, usually from 76.6 µM), for inactives: at the top dose activity change, negative = inhibition, usual class: inhibitors. IDH1-R132H enzyme, NADPH consumption, diaphorase/resazurin fluorescence. O75874; further: potency means the concentration at half of the fitted maximal effect; on the % scale 0 is the no-effect control and ±100 the full control effect; nearly all actives have a fitted effect of over 65% in size
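IDH1-R132H (0.5 ug/mL dispensed) in pH 7.5 Tris buffer was preincubated 30 min with compound, then given a substrate mix of 0.016 mM NADPH and 2 mM alpha-KG for 80 min at room temperature; remaining NADPH was read by diaphorase/resazurin fluorescence.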
Glioma ERSR ind: inducers of ER stress response in human glioma cells; hit rate 0.02% among 420,000; U87-MG GRP78 promoter luciferase reporter, 16 h; AID 602332; Potency, µM, for the others: top-dose activation, usual class: activators; further: potency means the concentration at half of the fitted maximal effect; series mostly up to about 76 µM; % of control where 0% means no effect; nearly all actives have a fitted effect of over 35% in size
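ERSR induction read as luciferase luminescence (Bright-Glo, 10 min at room temperature) in stably transfected human U87-MG glioma cells exposed to compounds for 16 h, using GRP78 as sensor.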
USP1-UAF1 inh: blocks the human USP1/UAF1 deubiquitinase complex. O94782. recombinant USP1/UAF1, Ub-Rhodamine cleavage fluorescence. Potency, µM (titrated, usually from 57.1 µM), for the others: top-dose activity change, negative = inhibition, hits mostly inhibitors. hit rate 0.23% among 390,000; further: potency means the concentration at half of the fitted maximal effect; on the % scale 0 is the no-effect control and ±100 the full control effect; nearly all actives have a fitted effect of over 60% in size; inactives centre near -12
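High-throughput fluorogenic screen: 1nM USP1/UAF1 complex, Ub-Rho substrate 150nM final, 50mM HEPES pH 7.8 with 0.5mM EDTA, 0.1 mg/ml BSA, 1mM TCEP and 0.01% Tween-20.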
LDHA inh: blocks human lactate dehydrogenase A. purified LDHA, NADH/diaphorase-resazurin fluorescence; stronger effect = lower value. activity change, % (values are at about 110 or 230 µM). hit rate 0.15% among 480,000. AID 1347041; in the data active means activity change below about -30%; inconclusive means mostly about -25% to -30%;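 further: plate controls were DMSO wells for no effect and wells without enzyme for full effect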
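LDH5 2 nM; NADH 0.06 mM, pyruvate 0.2 mM; 200 mM Tris pH 7.4, EDTA, Tween-20; 5 min RT. Detection: diaphorase 0.133 mg/mL + resazurin 37 µM, fluorescence ex540/em590 at 0 and 20 min; normalized to enzyme-free and DMSO wells.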
TrxR1 substrate: substrates of rat thioredoxin reductase 1; hit rate 0.01% among 390,000; Potency, µM (top dose mostly 114 µM), without a hit: at the highest dose activity change, negative = substrate turnover; purified TrxR1 substrate turnover, NADPH consumption readout; AID 588456; O89049; further: potency means the concentration at half of the fitted maximal effect; on the % scale 0 is the no-effect control and ±100 the full control effect; nearly all actives have a fitted effect of over 50% in size
Target sequence (O89049 whole entry, looked up): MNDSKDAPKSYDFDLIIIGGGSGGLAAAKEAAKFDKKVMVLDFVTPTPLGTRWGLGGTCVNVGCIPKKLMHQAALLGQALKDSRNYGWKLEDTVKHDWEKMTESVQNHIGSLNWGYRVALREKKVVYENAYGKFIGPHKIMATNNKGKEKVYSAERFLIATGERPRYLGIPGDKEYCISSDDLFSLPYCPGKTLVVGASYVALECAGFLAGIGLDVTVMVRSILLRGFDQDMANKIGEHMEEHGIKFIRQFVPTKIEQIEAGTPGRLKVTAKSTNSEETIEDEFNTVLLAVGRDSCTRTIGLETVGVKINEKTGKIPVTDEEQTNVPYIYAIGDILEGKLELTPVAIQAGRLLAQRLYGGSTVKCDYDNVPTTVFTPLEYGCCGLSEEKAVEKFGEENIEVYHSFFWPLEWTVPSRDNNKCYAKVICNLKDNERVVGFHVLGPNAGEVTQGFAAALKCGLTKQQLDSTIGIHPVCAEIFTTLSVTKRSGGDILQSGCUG
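Rat TrxR1, dispensed at 90 nM, was prereduced with 400 uM NADPH (final) for 5 min at ~22 deg C, then incubated with compound 15 min before 400 uM selenite. A first-read NADPH fluorescence drop versus no-compound background flagged substrates.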
TrxR1 inh: blocks rat thioredoxin reductase 1 | recombinant rTrxR1, NADPH fluorescence consumption, selenite substrate | hit rate 1% among 390,000 | Potency, µM (highest dose often 114 µM), without a hit: at the highest dose activity change, negative = inhibition, usual class: inhibitors | O89049; further: potency means the concentration at half of the fitted maximal effect; on the % scale 0 is the no-effect control and ±100 the full control effect; nearly all actives have a fitted effect of over 65% in size
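Rat TrxR1 (90 nM in the dispensed reagent) was pre-reduced with 400 uM NADPH for 5 min at room temperature, then incubated with compound for 15 min. After 400 uM selenite was added, NADPH fluorescence (Ex 340/Em 450 nm) was followed for 8 min.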
Vif-APOBEC3F blk: blocks the Vif interaction with APOBEC3F. Potency, µM (top dose mostly 46.1 µM), for the others: at the top dose activity, negative = active. HeLa A3F-eYFP + Vif (tagged APOBEC3F with the HIV-1 protein that degrades it), YFP fluorescence increase. hit rate 0.2% among 390,000; further: potency means the concentration at half of the fitted maximal effect; % of control where 0% means no effect; nearly all actives have a fitted effect of over 65% in size
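Fluorescence increase (Ex 488/Em 500-530) after overnight compound treatment at 37 deg C flags inhibition of Vif-driven A3F-eYFP loss in stable HeLa A3F-eYFP/Vif cells seeded overnight beforehand.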
The depositor's hits bear a star; ? = inconclusive; · = not tested or not shown; & = joins results of further samples; [ ] = dose if it differs, or a comment. Unless noted, the call rests on the fitted dose curve; in most records, active means well fitted curve in the direction sought with a large enough effect; inconclusive means small, poorly fitted or top-dose-only effect, or another doubt; inactive means no such curve, though single readings can be large; an effect the other way counts as inactive or inconclusive.

structure | Glioma ERSR ind | TrxR1 inh | TrxR1 substrate | Vif-APOBEC3F blk | Vif-A3G inh | RGS4 inhibitor | LDHA inh | IDH1 R132H inh | USP1-UAF1 inh
CCN(c1ccccc1)c1nnc(NC(=O)Nc2cccc(Cl)c2C)s1 | -4% | 1% | -2% | -3% | 4% | -3% | 2 | -10% | -12%
Cc1ccc(C)c2c(SC(C)C(=O)NCc3ccco3)nc(-c3ccccc3)nc12 (stereo not given) | -3% | -6% | -6% | -9% | -1% | -28% | -4 | 1% | -5%
O=C1N=C(N2CCCCC2)S/C1=C/C1=Cc2ccccc2OC1 | 8% | -30% | -10% | 4% | -15% | -9% | -10 | -4% | -23%
COc1ccc(OC)c(CNC(=O)C2CCC(=O)N2C(C)C)c1 (stereo not given) | 16% | -12% | -7% | -12% | -3% | -1% | -9 | -23% | 2%
CCC(C)N(c1ccc(/C=C/c2ccnc3ccccc23)cc1)C(C)CC (stereo not given) | 0% | -12% | -24% | · | ? | · | 0 | · | ·
COc1ccc(-c2nnc(N3CCCCC3)c3ccccc23)cc1 | -1% | 13%[57.1 µM] | -8% | -1% | 0% | -16% | -4&-2 | -4% | -10%
CCOC(=O)N1CCN(CC(=O)c2ccc3c(c2)CCN3)CC1 | 17% | -8%[57.1 µM] | 0%[57.1 µM] | 0% | 0% | -22% | -5 | 2% | -13%
CCc1ccc(C(=O)NC(=S)Nc2ccc(N3CCOCC3)cc2)cc1 | -4% | ? | -2% | 10µM* | 1% | -45% | -1 | -1% | -23%
CC(C)Cn1c(N)c(C(=O)CSc2nc3ncc(Cl)cc3[nH]2)c(=O)n(C)c1=O | -4% | -6% | -9% | -8% | -9% | -3% | -5 | 10% | -3%
O=C1C(=O)N(CCN2CCOCC2)C(c2ccccc2F)/C1=C(\O)c1ccc(S(=O)(=O)N2CCOCC2)cc1 (stereo not given) | -3% | 3%[57.1 µM] | -1%[57.1 µM] | -3% | 0% | 15% | -13 | 8% | -2%
COc1ccc(C(=O)c2ccc(-c3ccc(OC)cc3)nc2)cc1 | -1% | 18% | 4% | -2% | 1% | 21% | -9 | 9% | -3%
CCOc1ccc(CCNC(=O)c2nn(C)c3c2CSc2ccccc2-3)cc1 | -2% | 9% | -2% | 1% | 4% | -28% | -6 | -12% | -15%
CCC(=O)N1CCc2cc(Br)cc(S(=O)(=O)NCC3CCCO3)c21 (stereo not given) | -5% | 5% | 3% | 0% | 0% | -2% | -10 | 2% | 0%
NNc1nc2ccccc2c(=O)n1Cc1ccccc1 | 2% | -20% | 38%[activator] | -1% | 0% | 14% | 2 | -11% | 1%
CCC(C(=O)Nc1cccc(C(F)(F)F)c1)c1ccccc1 (stereo not given) | -5% | 1% | -12% | · | -8% | -1% | 0 | 4% | -14%
Cc1ccccc1Nc1nnc(-c2ccc(C(=O)NCCO)cc2)c2ccccc12 | -3% | 7% | -6% | 0% | 0% | 32% | -3 | 2% | -2%
Cc1cc(C)nc(N2C(=O)CC(Cc3ccc(Cl)cc3)C2=O)n1 (stereo not given) | 1% | -4%[57.1 µM] | 2%[57.1 µM] | 4% | 0% | 19% | -11 | 2% | -5%
COc1ccccc1N1CCN(C(=O)COc2ccc(Cl)cc2Br)CC1 | -10% | 10% | -4% | -11% | -19% | -1% | -1 | 2% | -29%
CCOC(=O)N1CCN(S(=O)(=O)c2ccc(-n3cnnn3)cc2)CC1 | -7% | 19% | -1% | 17% | 5% | 34% | -4 | 9% | -12%
O=C(C(Cl)c1ccccc1)N1CCCC1 (stereo not given) | -2% | 20µM* | 6%[57.1 µM] | 3% | 0% | 32% | -13 | 2% | -15%
COc1ccc(NC(=O)c2ccc(-n3cccn3)nc2)c(OC)c1 | 3% | -14% | 4%[57.1 µM] | 1% | -1% | -34% | -1 | 2% | -18%
Cc1nccn1CCOc1ccc(Cl)cc1 | -5% | 10%[57.1 µM] | 5%[57.1 µM] | -39% | -6% | 0% | -23 | 24% | -18%
CC(C(=O)N(C)Cc1ccccc1)N1CCN(C/C=C/c2ccccc2)CC1 (stereo not given) | -3% | 3% | -2% | -3% | -1% | -2% | -31* | 2% | -11%
COC(=O)C(C)Sc1nnc(SC(C)C(=O)OC)s1 (stereo not given) | -1% | -25% | -13% | 3% | 0% | 0% | -1 | 3% | -13%
CC1CCCN(Cc2c(O)ccc3c(=O)c(-c4nc5ccccc5s4)c(N)oc23)C1 (stereo not given) | 0% | -13% | 22% | -14% | -12% | ? | -2 | 2% | -10%
CCOCCCNC(=S)N(Cc1ccco1)Cc1cc2cc3c(cc2[nH]c1=O)OCCO3 | -6% | 4%[57.1 µM] | 39% | 1% | -13% | -25% | 1 | 4% | -12%
COc1cccc(/C=N/Nc2cc(C)nc(-c3ccccc3O)n2)c1O | -4% | -6% | -20% | ? | -20% | 32% | -1 | 0% | -10%
COC(=O)c1cccc(NC(=O)CSc2nc(O)c(-c3ccccc3)c(=O)[nH]2)c1 | -5% | -7% | -6% | -10% | -3% | 12% | -2 | -5% | 0%
COc1ccccc1C(=O)NCC(=O)N/N=C/c1cc(Br)ccc1OC(=O)/C=C\c1ccco1 | -2% | ? | -4% | -5% | -11% | -26% | 2 | -1% | -4%
COc1ccc(NS(=O)(=O)c2cc(NC(=O)CC3CCCC3)ccc2N2CCOCC2)cc1 | -2% | 22%[57.1 µM] | -6%[57.1 µM] | 10% | -15% | -48% | -3 | 0% | -14%

Given with two lines to a compound: part of the list above
Fields: Glioma ERSR ind	TrxR1 inh	TrxR1 substrate	Vif-APOBEC3F blk	Vif-A3G inh	RGS4 inhibitor	LDHA inh	IDH1 R132H inh	USP1-UAF1 inh
CCOC(=O)N1CCN(S(=O)(=O)c2ccc(-n3cnnn3)cc2)CC1
  -7%	19%	-1%	17%	5%	34%	-4	9%	-12%
O=C(C(Cl)c1ccccc1)N1CCCC1 (stereo not given)
  -2%	20µM*	6%[57.1 µM]	3%	0%	32%	-13	2%	-15%
COc1ccc(NC(=O)c2ccc(-n3cccn3)nc2)c(OC)c1
  3%	-14%	4%[57.1 µM]	1%	-1%	-34%	-1	2%	-18%
Cc1nccn1CCOc1ccc(Cl)cc1
  -5%	10%[57.1 µM]	5%[57.1 µM]	-39%	-6%	0%	-23	24%	-18%
CC(C(=O)N(C)Cc1ccccc1)N1CCN(C/C=C/c2ccccc2)CC1 (stereo not given)
  -3%	3%	-2%	-3%	-1%	-2%	-31*	2%	-11%
COC(=O)C(C)Sc1nnc(SC(C)C(=O)OC)s1 (stereo not given)
  -1%	-25%	-13%	3%	0%	0%	-1	3%	-13%
CC1CCCN(Cc2c(O)ccc3c(=O)c(-c4nc5ccccc5s4)c(N)oc23)C1 (stereo not given)
  0%	-13%	22%	-14%	-12%	?	-2	2%	-10%
CCOCCCNC(=S)N(Cc1ccco1)Cc1cc2cc3c(cc2[nH]c1=O)OCCO3
  -6%	4%[57.1 µM]	39%	1%	-13%	-25%	1	4%	-12%

Continued:
structure | Glioma ERSR ind | TrxR1 inh | TrxR1 substrate | Vif-APOBEC3F blk | Vif-A3G inh | RGS4 inhibitor | LDHA inh | IDH1 R132H inh | USP1-UAF1 inh
CC1C(=O)C(C)(C)C(=O)OC1c1ccc([N+](=O)[O-])cc1 (stereo not given) | -1% | 21% | 4% | 2% | 2% | -28% | -3 | 15% | -22%
CC1(C(=O)OCC(=O)NCc2ccc(Cl)cc2)CC1(Cl)Cl (stereo not given) | -3% | 4% | 1% | 4% | -1% | -17% | -1 | 7% | -15%
CCS(=O)(=O)N1CCN(c2c(Cl)cccc2[N+](=O)[O-])CC1 | -2% | 9% | -2% | · | -1% | -37% | 0 | 4% | -15%
COc1cc(OC)c(OC)cc1CNCCNC(=O)c1nonc1N | -3% | 16% | 3% | 2% | 0% | 30% | -13 | 5% | -8%
O=C(Nc1ccc(Cl)cn1)c1ccc2ccccc2n1 | 1% | 8%[57.1 µM] | 9%[57.1 µM] | -9% | 1% | 15% | -4 | -1% | 1%
O=C(N/C(=C/c1ccccc1Cl)C(=O)N1CCCCC1)c1ccco1 | -5% | -2% | -5% | -18% | -7% | -1% | -11 | -3% | -3%
COc1ccc(CC2(CO)CCN(Cc3cccc(OC)c3OC)CC2)cc1 | 1% | 20% | 7% | 7% | 2% | -1% | -2 | -3% | -16%
CC(NC(=O)CC(O)(C(F)(F)F)C(F)(F)F)c1ccccc1 (stereo not given) | -3% | -2% | -13% | -11% | -5% | -3% | 4 | 0% | -2%
Cc1ccc(C)c(N2CCN(C(=O)Cc3ccc(NC4=NC5CS(=O)(=O)CC5S4)cc3)CC2)c1 (stereo not given) | -2% | 6%[57.1 µM] | 9%[57.1 µM] | 5% | -9% | 13% | -13 | 1% | -18%
Cc1ccc(N(C(=O)Cc2cccs2)C(C(=O)NC2CCCC2)c2ccncc2)cc1 (stereo not given) | -4% | 5% | 0% | -2% | -5% | 1% | -7 | -12% | -9%

A portion of the library (hit frequency here may not be typical).
